# Source: PubChem BioAssay
# A340 absorber – absorbance at 340 nm. compound absorbance at 340 nm, fold over control. fold change at 10 µM. 65,000 tested, under 10 active;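 active = at 10 µM dose, initial 340 nm absorbance at least 2 fold that of control wells; inactive = change under 2 fold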;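 note: initial absorbance extrapolated from kinetic A340 decline of NADH oxidation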
# Fluor 339 460 – intrinsic fluorescence of library compounds, ex339/em460 – biochemical, MLSMR library, data from DPM-DC assay, artefact control, profiling panel; compound autofluorescence, ex339/em460 nm, NADH buffer; stronger effect = higher value; 1 = no-compound wells, NADH background; fluorescence fold increase at 10 µM; 65,000 compounds, 5.5% hits; AID 709;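 active = at 10 µM, mean starting fluorescence two-fold or more over control wells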;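 note: signal is the first read of a kinetic run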
# 5HT1a ag – agonists of human 5-HT1a serotonin receptor. P08908. AID 567. 65,000 compounds, 0.56% hits. activation, % at 10 µM. CHO 5-HT1a Ga15 NFAT-bla reporter, FRET ratio; 0% basal, 100% maximal reference agonist;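 active = activation above the screen-wide mean activation plus 3 SD, cut at about 19% in these data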;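 note: 0% = DMSO wells and 100% = 5-CT at EC100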
# Target sequence (P08908 whole entry, looked up): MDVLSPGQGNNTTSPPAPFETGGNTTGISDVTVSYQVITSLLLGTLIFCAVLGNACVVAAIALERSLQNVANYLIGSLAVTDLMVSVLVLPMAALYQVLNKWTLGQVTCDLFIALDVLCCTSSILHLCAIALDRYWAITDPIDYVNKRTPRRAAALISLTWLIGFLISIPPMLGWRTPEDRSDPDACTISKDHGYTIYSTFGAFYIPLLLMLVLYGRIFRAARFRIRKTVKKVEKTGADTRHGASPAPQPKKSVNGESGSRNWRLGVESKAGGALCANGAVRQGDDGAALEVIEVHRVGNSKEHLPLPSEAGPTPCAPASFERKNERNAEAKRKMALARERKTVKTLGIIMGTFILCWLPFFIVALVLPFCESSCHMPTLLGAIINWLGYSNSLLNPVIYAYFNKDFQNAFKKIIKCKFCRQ
# TNAP act mid DEA – activators of human TNAP at intermediate phosphate acceptor; P05186; purified TNAP, CDP-star luminescence, 100 mM DEA, 30 min; stronger effect = higher value; scale: 0 levamisole-inhibited, 1 vehicle-only enzyme; activation factor at 20 µM; 64,000 tested, under 10 active; AID 813;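 active = activation factor of at least 2 at 20 µM, relative to controls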
# RORa activator – activates the human nuclear receptor RORA | P35398 | 65,000 compounds, 1.5% hits | AID 560 | activation, % at 10 µM | CHO-K1 Gal4-RORA LBD luciferase reporter, luminescence; percent increase over mock-subtracted basal signal;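 active = activation above the mean of all tested compounds plus 3 SD, cut at about 49% in these data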;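 note: 0% = DMSO-treated RORA cells and 100% = added signal equal to DMSO minus mock-transfected cells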
# NADH enzymes – inhibitors of enzymes used to reach an NAD/NADH endpoint; coupled PK/LDH NADH assays, four targets; IC50, µM (highest dose often 10 µM), for the others: at the top dose inhibition; 65,000 compounds, 0.02% hits; AID 774;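 active = single-dose screening hits from any of four coupled enzyme assays that gave an IC50 when retested across doses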;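 note: the DPM-DC format reads NADH fluorescence rather than 340 nm absorbance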
# SF1 activator – SF-1 (human) activation | 65,000 compounds, 1.9% hits | Q13285 | activation, % at 10 µM | CHO-K1 Gal4-SF-1 LBD luciferase reporter; % increase over DMSO SF-1-specific signal;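 active = activation above the mean activation of all tested compounds plus 3 SD, cut at about 50% in these data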
# Target sequence (Q13285 whole entry, looked up, the tested form may be a part): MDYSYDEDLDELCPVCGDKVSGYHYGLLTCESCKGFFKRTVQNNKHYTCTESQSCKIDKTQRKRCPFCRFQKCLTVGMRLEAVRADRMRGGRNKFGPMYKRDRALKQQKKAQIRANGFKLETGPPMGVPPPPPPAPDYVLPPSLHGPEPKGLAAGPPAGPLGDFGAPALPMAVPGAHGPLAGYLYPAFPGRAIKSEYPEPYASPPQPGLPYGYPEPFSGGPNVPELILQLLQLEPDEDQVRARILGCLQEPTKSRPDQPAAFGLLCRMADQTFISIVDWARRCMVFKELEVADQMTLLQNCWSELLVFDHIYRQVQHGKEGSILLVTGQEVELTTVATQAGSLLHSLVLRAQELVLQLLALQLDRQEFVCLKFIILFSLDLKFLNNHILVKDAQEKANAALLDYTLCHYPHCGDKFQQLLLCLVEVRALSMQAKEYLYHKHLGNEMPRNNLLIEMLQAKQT
#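 Material: Gal4–SF-1 LBD one-hybrid luciferase reporter in CHO-K1 cells | Amount: 4,000 cells per well | Compound dosing: 10 µM single point, 1% DMSO | Schedule: 20 h compound treatment, 37 °C | Measured by: SteadyLite luciferase luminescence | Evaluation: Percent activation versus DMSO | Control set: DMSO-treated SF-1-transfected cells as negative, DMSO-treated mock-transfected cells lacking SF-1 as background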
# 5-HT1A blocker – blocks the human serotonin 5-HT1a receptor; inhibition, % at 10 µM; P08908; CHO 5-HT1a Ga15 NFAT-bla reporter, antagonist mode; 62,000 compounds, 0.68% hits;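 active = inhibition above the mean of all tested compounds plus 3 SD, cut at about 43% in these data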;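 note: receptor stimulated by 5-CT agonist at 100 nM near EC80; beta-lactamase reporter measured by ratiometric fluorescence of a cleavable substrate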
# MMP-13 inhibitor – inhibitors of human MMP13. P45452. MMP-13 fTHP FRET cleavage, Mca fluorescence. inhibition, % at 4 µM. 65,000 compounds, 0.07% hits. AID 570;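 active = inhibition above the mean of compound-free control plate wells plus 3 SD, cut at about 14% in these data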;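 note: 0% = DMSO wells and 100% = wells with reference MMP-13 inhibitor after basal subtraction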
# Numbers without * were called inactive; · = not tested or not shown; [ ] = remark or other dose.
Molecule	A340 absorber	Fluor 339 460	5HT1a ag	TNAP act mid DEA	RORa activator	NADH enzymes	SF1 activator	5-HT1A blocker	MMP-13 inhibitor
CC1CCN(S(=O)(=O)N2CCC(C(=O)NCc3cccs3)CC2)CC1	0.98	1.1	0.2	0.9	3	7%	4	-9	2
C=CCn1c(CCCNC(=O)CCC)nc2ccccc21	1	1.1	-0.1	·	-8	2%	-13	6	8
Cc1occc1C(=O)Nc1nnc(C2CCCCC2)s1	0.99	1	-0.8	0.9	36	2%	32	-10	-4
COC(=O)C1=C(C)OC(N)=C(C#N)C1c1c(C)nn(-c2ccccc2)c1Cl (configuration not stated)	0.99	1	-0.4	0.9	4	2%	-4	13	6
O=C(CNCC1CCCO1)Nc1ccc(N2CCCCCC2)cc1 (configuration not stated)	0.99	1.1	-2.5	0.9	-11	4%	-8	-3	-4
CC(C)c1nc(SCC(=O)Nc2ccc3c(c2)OCCO3)c2c(=O)n(C)c(=O)n(C)c2n1	1	1.1	0.4	0.9	27	6%	-8	-2	-6
O=c1c2ccccc2nc2n1CC/C2=C/N1CCN(c2cccc(C(F)(F)F)c2)CC1	1.1	1	1.6	0.9	27	3%	-4	9	1
CC(=O)C1=C(O)C(=O)N(c2cccc(C(=O)O)c2)C1c1ccc(F)cc1 (configuration not stated)	1.1	1.1	0.3	0.9	8	10%	-2	·	-5
CCCn1c(C(C)NC(C)=O)nc2ccccc21 (configuration not stated)	1	1	-0.5	1	10	5%	-2	-12	-10
CC1=C(C(=O)OC2CCCCC2)C(c2ccc(C)o2)C2=C(CC(C)(C)CC2=O)N1 (configuration not stated)	1	1.2	-1.0	0.9	30	3%	19	18	0
CCc1nc2n[nH]c(N)c2c2c1CSC(C)(C)C2	1	1	-1.1	0.9	-18	4%	8	·	-2
O=C(Nc1ccc(Cl)cn1)C1CCCN1S(=O)(=O)c1ccc(Cl)cc1 (configuration not stated)	1	1.1	-2.9	1	-27	2%	-12	3	3
O=C(CCn1nc(-c2ccccc2)ccc1=O)N1CCCC1	1	1.1	-1.9	0.8	-4	4%	8	1	-5
Cc1cc(O)c(C(C)C)cc1NC(=O)Cn1nc(C)c2ccccc2c1=O	1	1.1	-1.1	0.9	-17	7%	-16	2	8
CCn1c(=O)cc(OCC(=O)N2CCCCCC2)c2ccccc21	0.98	1.1	-4.9	1	0	7%	-8	15	-5
Cc1cc(C)c2c(N)c(C(=O)NCc3ccco3)sc2n1	1.1	2.1*	-4.5	·	-11	10%[fluoresces]	-8	10	1
COc1ccc(C2CC(c3cccc(C)c3)n3ncnc3N2)cc1 (configuration not stated)	1	1	0.4	0.9	1	2%	-9	6	2
COC(=O)c1cc2occc2n1CC(=O)Nc1ccc(C)cc1C	1	1.1	-1.9	1	0	4%	-8	13	0
Cc1cccc(-n2c(Cc3cc(=O)[nH]c(=O)[nH]3)nnc2SCC(=O)NCc2ccco2)c1	0.98	1.1	-5.1	1	-19	2%	30	0	-2
CCCNS(=O)(=O)c1ccc(OCC(=O)NCc2ccc3c(c2)OCO3)cc1	0.97	1	-2.3	0.9	-16	12%	12	7	3
CC(=O)Nc1ccc(S(=O)(=O)c2ccc(N)cc2)cc1	0.97	1	-3.0	0.9	-12	5%	-14	-8	1
CCOC(=O)c1c(C)[nH]c(C(=O)CN2C(=O)NC(C)(c3ccc(C)cc3)C2=O)c1C (configuration not stated)	1	1.1	5.0	0.9	-14	4%	10	6	0
CCCCCCn1c(CN2CCN(Cc3ccccc3)CC2)nc2c1c(=O)n(C)c(=O)n2C	1	1.1	-0.1	0.8	6	5%	-14	-2	6
CCOC(=O)C1CCCN(CCC(=O)Nc2cccc(F)c2)C1 (configuration not stated)	1	1.1	-0.9	0.9	13	7%	-13	19	10
O=C1CC(N2CCC(O)(c3ccc(Cl)cc3)CC2)C(=O)N1Cc1ccc(N2CCCC2=O)cc1 (configuration not stated)	1.1	1.1	-2.2	0.8	10	0%	3	-6	3

# The closing three records of the section before are carried over, then new ones follow.
Molecule	A340 absorber	Fluor 339 460	5HT1a ag	TNAP act mid DEA	RORa activator	NADH enzymes	SF1 activator	5-HT1A blocker	MMP-13 inhibitor
CCCCCCn1c(CN2CCN(Cc3ccccc3)CC2)nc2c1c(=O)n(C)c(=O)n2C	1	1.1	-0.1	0.8	6	5%	-14	-2	6
CCOC(=O)C1CCCN(CCC(=O)Nc2cccc(F)c2)C1 (configuration not stated)	1	1.1	-0.9	0.9	13	7%	-13	19	10
O=C1CC(N2CCC(O)(c3ccc(Cl)cc3)CC2)C(=O)N1Cc1ccc(N2CCCC2=O)cc1 (configuration not stated)	1.1	1.1	-2.2	0.8	10	0%	3	-6	3
CN(C)CCN1C(=O)c2oc3ccccc3c(=O)c2C1c1ccc(F)cc1 (configuration not stated)	1	1.1	-1.9	1	4	5%	-6	-5	0
Cc1c(C(=O)NCCc2ccccc2)oc2ccc(S(=O)(=O)N3CCC4(CC3)OCCO4)cc12	1	1.1	-0.1	0.9	-6	3%	-1	5	-3
CCc1nnc(NC(=O)CSc2nnc(-c3ccoc3C)n2-c2ccc(C)cc2)s1	0.99	1.1	0.0	0.9	-3	7%	-2	3	-3
CC(=O)c1cccc(NC(=O)C2CCN(S(=O)(=O)c3ccc(C)cc3)CC2)c1	1	1.1	0.2	·	-31	4%	-9	6	6
O=C(O)CCNS(=O)(=O)c1ccccc1	1	0.85	-1.7	0.9	-8	6%	-6	-2	3
O=C(Oc1cccnc1)c1ccco1	1	1.1	1.1	0.9	-5	7%	9	·	-19
CCn1c(N)c(C(=O)NC)sc1=S	1.1	1	-2.6	1	-18	13%	20	3	1
CCc1nnc2sc(-c3ccc(NC(=O)CSc4ccc(Cl)cc4)cc3)nn12	1.1	3*	-0.3	0.9	-16	17%	-17	4	-1
Cc1ccc(NC(=O)CSc2nnc(-c3ccc(S(=O)(=O)N4CCOCC4)cc3)n2C)cc1	0.99	1	-2.6	0.9	-13	3%	-1	-11	-6
O=C(C1CC1)N1CCN=C1SCc1cccc(C(F)(F)F)c1	0.98	1.1	0.2	1	8	3%	-20	-15	-3
N#Cc1c(NC(=O)CSc2ncn(-c3ccccc3)n2)sc2c1CCCC2	1.1	1.1	-0.1	0.9	-11	4%	0	-13	-1
CCOC(=O)C1CCN(S(=O)(=O)c2ccc(NC(=O)OC)cc2)CC1	0.98	1.1	-3.1	0.9	-9	5%	-1	3	12
COc1cccc(OC)c1OCCOCCn1cnc2ccccc2c1=O	1	1.1	-1.0	1	-18	1%	1	9	1
COc1ccccc1-n1c(SCC(=O)Nc2ccccc2F)nc2[nH]ncc2c1=O	1	1.1	-0.9	1	-5	3%	6	8	2
CCOC(=O)C1CCCN(C(=O)Nc2cccc(Cl)c2)C1 (configuration not stated)	1	1.1	-1.6	1	4	6%	3	12	-3
O=C(NCc1ccco1)c1ccccc1NS(=O)(=O)c1cccs1	1.1	1.1	-3.6	0.9	-16	6%	-4	-20	-2
CCCCOCP(=O)(CCCC)COCCCC	1	0.99	-0.6	0.9	9	2%	-2	3	2
CCN(CC)CCCN1C(=O)c2oc3ccccc3c(=O)c2C1c1cccc(OC)c1OC (configuration not stated)	1.1	1.1	-0.5	1	-4	3%	-8	-6	-1
COC(=O)c1ccccc1NC(=O)Cn1nc(C(F)(F)F)c2c1CCC2	1	1.1	0.1	0.9	34	3%	-9	11	-2
N#CC1=C(O)C(c2ccccc2)n2c1nc(=O)c1ccccc12 (configuration not stated)	1.1	5*	-0.6	1	7	2%[fluoresces]	8	-4	-68[fluorescence artefact?]
O=C(CCN1CCc2ccccc2C1)Nc1ccc(F)cc1	1	1.1	-0.3	·	-9	6%	10	20	6
Cc1nc2ccc(NC(=O)C3CCN(S(=O)(=O)c4cccs4)CC3)cc2s1	1	1.1	0.7	0.9	-32	6%	-2	3	-2
CCCCN1c2cc(C)c(O)cc2C(C(=O)OCC)C1C (configuration not stated)	1	1.2	1.8	0.9	-5	1%	4	5	1
O=C(NCCN1CCCCC1)c1ccc2c(c1)OCCO2	1	1.1	-0.9	1	-16	5%	4	-3	2
O=C(CSc1nnc(Nc2ccccc2F)s1)NCc1ccco1	1.1	1.1	-3.0	0.9	-12	2%	-14	-4	0
O=C(NCc1ccccn1)c1cc2ccccc2oc1=O	1.1	1.5	-0.9	1	2	11%	12	-6	-15
Cn1cccc1Cc1nnc(SCC(=O)Nc2cccc(F)c2)n1-c1ccc(F)cc1	1.1	0.99	2.2	1	-18	4%	1	2	2
O=C(CCCn1c(=O)[nH]c2ccccc2c1=O)N1CCN(c2ccccn2)CC1	1.1	1.1	1.6	0.9	-16	4%	-17	4	-2
C=CCn1c(SCc2c(C)noc2C)nc2sc3c(c2c1=O)CCCCC3	1.1	1.1	-3.9	0.9	-14	0%	-7	17	-2
Fc1ccc(Br)cc1C1C=C(c2ccc(Br)s2)Nc2ncnn21 (configuration not stated)	1.1	1.2	-4.5	0.9	-12	4%	-10	8	-3
COc1ccc(-c2ccc(-c3noc(C4CCCCC4)n3)c(OC)n2)cc1	1.1	3.7*	-0.2	0.9	5	8%[fluoresces]	13	1	-94[fluorescence artefact?]
Nc1nncn1C(=O)c1c(Cl)cccc1Cl	1	1	2.3	0.9	4	5%	-11	-13	1
CCN1CCN(CCNC(=O)c2cn(Cc3ccccc3F)nn2)CC1	0.99	1.1	-0.8	0.9	-1	5%	-6	8	1
O=C(CN(C1CCCCC1)S(=O)(=O)c1ccc(F)cc1)NCc1ccncc1	1.1	1.1	-0.8	0.9	-7	2%	-7	4	6
CC1=C(C(=O)Nc2cccc(C)n2)C(c2ccc3c(c2)OCO3)C2=C(CC(c3ccco3)CC2=O)N1 (configuration not stated)	1.1	2.3*	2.9	1	-7	7%	-13	1	-33[fluorescence artefact?]
O=C(NC1CC1)c1ccc(S(=O)(=O)NC2CCCCCC2)cc1	1	1.1	-2.4	0.9	-12	2%	5	1	2
O=C(CCS(=O)(=O)c1ccc(Br)s1)NCc1cccs1	1	1.1	-2.4	1	-18	7%	-13	-2	0
CCN1CCCC1CN(Cc1cc2cc(OC)ccc2[nH]c1=O)C(=O)NCc1ccccc1 (configuration not stated)	1.1	4.3*	-1.1	0.9	11	8%[fluoresces]	2	2	-16
COC(=O)c1cc2c(=O)n3ccccc3nc2n(Cc2cccnc2)c1=N	1.1	3.7*	2.6	0.9	1	4%[fluoresces]	-12	2	-130[fluorescence artefact?]
COCn1c(-c2ccccc2)nc2ccccc21	1	1.1	-2.4	0.9	-11	4%	9	-1	-12
Cc1ccc2nc(C3CCN(C(=O)c4ccco4)CC3)[nH]c2c1	0.98	1.1	-3.0	0.9	-7	9%	7	-5	-1
CCCNC(=O)NC1C(NC(=O)NCCC)N(C)C(=O)N1C (configuration not stated)	0.98	1	1.7	0.8	-32	3%	-13	-2	-8
COC(=O)c1ccc(NC(=O)C2CCCN2S(=O)(=O)c2ccc(OC)cc2)cc1 (configuration not stated)	1	1.2	0.1	·	-15	5%	-6	5	4
